L major viab = Leishmania major promastigote growth inhibition, primary screen | inhibition, % at 10 µM | AID 1063, 2008 | hit rate 9% among 200,000 | Leishmania major promastigotes, resazurin fluorescence viability; in the data active = inhibition above about 50%;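 note: promastigotes grown with compound for 44 hours at 28 °C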
TNAP act hiacc = TNAP activators at high phosphate acceptor level, primary screen, biochemical, luminescence, uHTS; purified TNAP, CDP-star luminescence, 1 M DEA, 30 min; hits give high values; 0 = EDTA background, 1 = DMSO-only activity; activation factor at 20 µM; 200,000 tested, under 10 active; AID 1136, 2008;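 active = activation factor at least 2 at 20 µM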
Target sequence (P05186 whole entry, looked up): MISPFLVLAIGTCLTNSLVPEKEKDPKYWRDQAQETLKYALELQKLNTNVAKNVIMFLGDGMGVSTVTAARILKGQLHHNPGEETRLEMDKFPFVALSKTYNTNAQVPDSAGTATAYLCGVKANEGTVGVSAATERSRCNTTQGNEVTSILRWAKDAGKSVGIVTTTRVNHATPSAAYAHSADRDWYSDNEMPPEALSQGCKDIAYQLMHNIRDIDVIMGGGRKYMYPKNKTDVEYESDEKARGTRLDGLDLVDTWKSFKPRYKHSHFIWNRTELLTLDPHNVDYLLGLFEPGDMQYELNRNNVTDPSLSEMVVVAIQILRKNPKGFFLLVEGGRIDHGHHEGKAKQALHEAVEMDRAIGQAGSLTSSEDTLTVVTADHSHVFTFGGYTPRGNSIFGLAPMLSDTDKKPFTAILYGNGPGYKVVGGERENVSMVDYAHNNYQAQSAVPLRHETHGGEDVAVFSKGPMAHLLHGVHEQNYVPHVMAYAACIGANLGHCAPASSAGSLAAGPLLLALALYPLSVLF
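Test system – human TNAP · Doses – 20 µM single point · Incubation – 30 min, room temperature · Signal – luminescent substrate turnover signal · Read-out basis – activation factor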
bIAP inhibitor = bovine intestinal alkaline phosphatase inhibitors, primary screen, selectivity assay for TNAP inhibitor project, biochemical, bovine IAP, CDP-star luminescence. inhibition, % at 20 µM. alkaline phosphatase, intestinal [Bos taurus]. AID 1019, 2008. 190,000 tested, under 10 active. purified bovine IAP, 30 min;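 active = over 50% inhibition of intestinal alkaline phosphatase at 20 µM in the single-dose screen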
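Incubation: 30 min reaction at room temperature / Material: purified bovine intestinal alkaline phosphatase (IAP) enzyme / Input: enzyme at 1/65,000,000 dilution / Dosing: 20 µM single dose / Signal: CDP-star luminescence signal / Reagent: CDP-star chemiluminescent phosphatase substrate, 30 µM final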
bIAP act = bovine intestinal alkaline phosphatase activators, primary screen, biochemical, bovine IAP, CDP-star luminescence; alkaline phosphatase, intestinal [Bos taurus]; purified bovine IAP, 30 min; hits give high values; fold of DMSO-control signal, blank-subtracted; activation factor at 20 µM; hit rate 0.17% among 200,000; AID 1016, 2008;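 active = activation factor of 2 or more at 20 µM, a signal rise over negative controls twice the positive control's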
PMI act hi M6P = human PMI activators, high substrate, primary screen, biochemical, fluorescence intensity, near-saturating mannose 6-phosphate; activation factor at 20 µM; hit rate 0.34% among 190,000; Mannose-6-phosphate isomerase (Homo sapiens), P34949; coupled PMI enzyme assay, resazurin fluorescence, 20 min; hits give high values; 1 = untreated enzyme, 0 = substrate-free blank; AID 1216, 2008;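 active = activation factor of 2 or more at 20 µM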
Target sequence (P34949 whole entry, looked up): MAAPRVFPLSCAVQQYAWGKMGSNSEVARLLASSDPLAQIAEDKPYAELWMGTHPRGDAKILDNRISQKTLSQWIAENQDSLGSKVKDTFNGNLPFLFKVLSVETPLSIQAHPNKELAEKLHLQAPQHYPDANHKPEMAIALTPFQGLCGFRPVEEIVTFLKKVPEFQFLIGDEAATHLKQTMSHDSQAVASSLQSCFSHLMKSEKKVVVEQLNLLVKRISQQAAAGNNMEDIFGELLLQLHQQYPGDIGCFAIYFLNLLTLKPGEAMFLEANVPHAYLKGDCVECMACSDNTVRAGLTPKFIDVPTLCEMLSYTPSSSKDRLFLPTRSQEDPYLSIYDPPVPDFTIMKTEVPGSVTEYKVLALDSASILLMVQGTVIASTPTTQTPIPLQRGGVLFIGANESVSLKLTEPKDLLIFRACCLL
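Technique: Diaphorase-driven resazurin-to-resorufin fluorescence, excitation 544, emission 590 nm | Assay system: Human PMI in coupled enzyme assay | Times: Enzyme reaction with compound 20 min at room temperature | Medium: HEPES-buffered pH 7.4 with magnesium and detergent | Reagent: Mannose-6-phosphate 1.0 mM (near-saturating) plus 0.22 mM NADP+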
Diaph act CS = compounds boosting diaphorase resazurin reduction – biochemical, uHTS, resorufin fluorescence, counter-screen for diaphorase-coupled primary assays, primary screen. hit rate 0.005% among 190,000. Diaphorase/resazurin coupled assay, 16 min; hits give high values; 1 = vehicle wells, 0 = NADH-free wells. activation factor at 20 µM. AID 1229, 2008;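 active = diaphorase activity raised at least twofold by the compound at 20 µM; inactive = activation factor below 2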
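Material: purified diaphorase enzyme from Clostridium kluyveri / Medium: HEPES pH 7.4 buffer with MgCl2 and Tween 20 / Schedule: enzyme reaction of 16 min at room temperature / Measured by: resorufin fluorescence, excitation 544 nm, emission 590 nm / Evaluation: rise in resorufin formation, marking diaphorase activation or chemical reduction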
Diaph inh CS = diaphorase inhibitors and chemical oxidizers, primary screen, counter-screen for diaphorase-coupled primary assays, biochemical, uHTS, resorufin fluorescence. diaphorase resazurin-to-resorufin fluorescence, NADH, 16 min; bacterial (C. kluyveri) enzyme, not human. hit rate 0.69% among 190,000. inhibition, % at 20 µM. AID 1217, 2008;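 active = primary screen inhibition at 20 µM above a set limit, cut at about 50% in these data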;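 note: plate controls were DMSO with full reaction for no effect and wells lacking NADH for full effect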
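System: Diaphorase enzyme from Clostridium kluyveri | Amount: Enzyme working solution with 0.14 U/mL diaphorase | Benchmarks: No-NADH positive control and DMSO neutral control | Signal: Fluorescence of resorufin formed from resazurin, Ex 544/Em 590 nm | Schedule: 16-min room-temperature incubation before reading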
PMI act = activators of human PMI, primary screen, biochemical, fluorescence intensity, near-Km mannose 6-phosphate; purified human PMI, coupled resazurin fluorescence, 20 min; hits give high values; 1 = vehicle control, 0 substrate-free wells; hit rate 0.005% among 190,000; activation factor at 20 µM;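 active = activation factor of 2 or more at 20 µM, relative to plate controls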
TNAP inh no acc = human TNAP enzyme inhibitors, primary screen, biochemical, luminescent, no phosphate acceptor, uHTS. hit rate 0.26% among 200,000. inhibition, % at 20 µM. purified TNAP, CDP-star luminescence, 30 min. Alkaline phosphatase, tissue-nonspecific isozyme (Homo sapiens), P05186;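 active = tissue-nonspecific alkaline phosphatase inhibition above about 50% at 20 µM in the single-dose screen, limit read from the data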;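 note: 0% = DMSO negative control and 100% = EDTA positive control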
TNAP inh hiacc = human TNAP enzyme inhibitors, primary screen, biochemical, luminescent, high phosphate acceptor level, uHTS | purified TNAP, CDP-star luminescence, 1 M DEA | inhibition, % at 20 µM | hit rate 0.03% among 200,000 | AID 1135, 2008;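 active = over 50% inhibition of tissue-nonspecific alkaline phosphatase at 20 µM in the single-dose screen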;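 note: plate controls were DMSO wells for no effect and EDTA-quenched wells as full inhibition for full effect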
An asterisk follows results filed as active; x = not tested or not shown. Random draw from the library. Share with any hit: about 10%.

#1 CC(=O)N(CCc1ccccc1C)Cc1cc2cc3c(cc2[nH]c1=O)OCO3
#2 O=C1C2C3C=CC(C3)C2C(=O)N1CCCCCCN1C(=O)C2C3C=CC(C3)C2C1=O (configuration not stated)
#3 COc1ccc(N2CCN(C(=O)CSc3nnc(-c4cccnc4)n3-c3ccccc3)CC2)cc1
#4 Cc1ccc(-c2nnc(NCc3nc4ccccc4[nH]3)c3ccccc23)cc1S(=O)(=O)N1CCOCC1
#5 COc1ccc([N+](=O)[O-])cc1NC(=S)NC(NC(=O)Cc1ccc(OC)c(OC)c1)C(Cl)(Cl)Cl (configuration not stated)
#6 CC(=O)Nc1ccc(NC(=O)Cn2nc([N+](=O)[O-])c(Br)c2C)cc1
#7 Cc1ccc(S(=O)(=O)NCCCCCC(=O)N(C)C)cc1
#8 Cc1[nH]c(=O)[nH]c(=O)c1NC(=O)c1cccs1

Compound,1,2,3,4,5,6,7,8
L major viab,15,10,-5,-5,-11,4,-1,-5
TNAP act hiacc,1,1,1,1,1.1,1,0.9,1
bIAP inhibitor,-4,-11,3,7,8,2,6,0
bIAP act,1,1.1,1,0.9,0.9,1,0.9,1
PMI act hi M6P,0.9,0.9,1,0.9,0.9,1.1,1.1,1
Diaph act CS,0.9,1,0.9,0.8,0.8,1.2,1.1,1
Diaph inh CS,12,4,7,23,22,-15,-9,1
PMI act,0.8,0.9,1,0.8,0.9,1.1,1.1,0.9
TNAP inh no acc,3,-2,-4,-33,-13,-7,3,-1
TNAP inh hiacc,1,-3,-4,-3,-6,-4,8,-4

#9 O=C(Nc1sc2c(c1C(=O)NC1CCCCC1)CCC2)c1ccco1
#10 CCCOC(=O)c1ccc(Nc2nc(C)cc(=O)[nH]2)cc1
#11 CCOC(=O)C(C)Sc1cnccn1 (configuration not stated)
#12 O=C(Cn1nnc2ccccc21)c1ccccc1
#13 C/C(=N\N=C(N)N)c1ccc(Cl)c(Cl)c1
#14 CN(CC(=O)Nc1cccc2c1CCCC2)S(=O)(=O)c1ccc(Cl)cc1
#15 CCOc1ccc(CCNc2cc(C)nc3ncnn23)cc1OCC
#16 CC(=O)C1C(c2cccc(Oc3ccccc3)c2)NC(=O)NC1(O)C(F)(F)F (configuration not stated)

Compound,9,10,11,12,13,14,15,16
L major viab,6,4,1,-2,101*,-5,-7,-1
TNAP act hiacc,1,1.1,1,1,1.1,1.1,1,1
bIAP inhibitor,11,4,4,18,12,8,16,3
bIAP act,0.9,1,1,0.8,0.9,0.9,0.8,1
PMI act hi M6P,1,1,0.9,1,1,1,0.9,1
Diaph act CS,0.9,0.9,0.8,0.9,1,0.9,0.9,1
Diaph inh CS,10,14,25,10,1,14,13,5
PMI act,0.9,1,0.9,1,0.9,1,1,1
TNAP inh no acc,-11,-8,-9,14,-7,-12,-6,-8
TNAP inh hiacc,-4,-6,-2,-5,-5,-7,-3,0

#17 CCCn1nc(NS(=O)(=O)c2ccccc2)c2cc3ccccc3nc21
#18 FC(F)(F)c1cc(Oc2ccccc2)nc(-c2ccccn2)n1
#19 Cc1ccc2nc(/C(C#N)=C\c3ccc(Oc4ccc([N+](=O)[O-])cn4)cc3)[nH]c2c1
#20 CCCCOC(=O)n1c(=S)oc2cc(Cl)ccc21
#21 CC(=O)c1cnc2c(-c3ccccc3)c(C(F)(F)F)nn2c1C
#22 O=C(N/N=C/c1ccsc1)c1ccc2ccccc2n1
#23 O=C(O)/C(=C\c1ccco1)NC(=O)c1cccc2ccccc12
#24 Cc1ccc(-c2nnc(CSc3nncn3N)o2)cc1

Compound,17,18,19,20,21,22,23,24
L major viab,x,2,99*,-4,12,-1,4,-5
TNAP act hiacc,1,1,0.9,1,1,1.1,1,1
bIAP inhibitor,1,1,9,0,-12,-22,9,-9
bIAP act,1,1,0.9,1,1.1,1.2,0.9,1.1
PMI act hi M6P,1,1.1,0.7,1.1,0.6,0.9,1.1,1
Diaph act CS,1,0.9,0.9,0.9,0.7,0.9,1,0.9
Diaph inh CS,4,10,10,12,32,9,-2,14
PMI act,1,1.1,0.9,1,0.9,1,1,0.9
TNAP inh no acc,-5,-1,4,-11,-4,-32,-8,-8
TNAP inh hiacc,-3,-3,7,-2,0,-5,2,-5

In another format: 2 of the compounds above
| item | molecule | L major viab | TNAP act hiacc | bIAP inhibitor | bIAP act | PMI act hi M6P | Diaph act CS | Diaph inh CS | PMI act | TNAP inh no acc | TNAP inh hiacc |
| --- | --- | --- | --- | --- | --- | --- | --- | --- | --- | --- | --- |
| 19 | Cc1ccc2nc(/C(C#N)=C\c3ccc(Oc4ccc([N+](=O)[O-])cn4)cc3)[nH]c2c1 | 99* | 0.9 | 9 | 0.9 | 0.7 | 0.9 | 10 | 0.9 | 4 | 7 |
| 1 | CC(=O)N(CCc1ccccc1C)Cc1cc2cc3c(cc2[nH]c1=O)OCO3 | 15 | 1 | -4 | 1 | 0.9 | 0.9 | 12 | 0.8 | 3 | 1 |

An excerpt from above in order of their number in TNAP inh no acc, low to high:
#	SMILES	TNAP inh no acc
22	O=C(N/N=C/c1ccsc1)c1ccc2ccccc2n1	-32
17	CCCn1nc(NS(=O)(=O)c2ccccc2)c2cc3ccccc3nc21	-5
19	Cc1ccc2nc(/C(C#N)=C\c3ccc(Oc4ccc([N+](=O)[O-])cn4)cc3)[nH]c2c1	4

Next part
#25 NC(=O)NOCc1c(F)cccc1Cl
#26 CCN(CC)C(=O)C(=O)c1cn(CC(=O)NCc2ccc3c(c2)OCO3)c2ccccc12
#27 COc1ccc(-n2c(SCC(=O)c3c(N)n(C)c(=O)n(C)c3=O)nc3ccccc32)cc1
#28 N#CCC(=O)N/N=C/c1cccc(Oc2ccccc2)c1
#29 Cc1ccc(-n2nnnc2SCC(=O)Nc2sc(C)c(C)c2C#N)cc1C
#30 Cc1cccc(N(CC(=O)NC(C)(C)C)C(=O)CS(=O)CC(=O)Nc2ccc(F)cc2)c1 (configuration not stated)
#31 CC(C)OCCCNC(=O)C1CCN(S(=O)(=O)N2CCCC2)CC1
#32 Cc1ccc(NC2=NCC(=O)N2Cc2ccc3c(c2)OCO3)cc1

Compound,25,26,27,28,29,30,31,32
L major viab,0,-5,1,12,-2,-4,-4,-9
TNAP act hiacc,1,1,1,1,1,1,1,1
bIAP inhibitor,-11,-18,9,-19,11,-2,1,4
bIAP act,1.1,1.2,0.9,1.2,0.9,1,1,1
PMI act hi M6P,1,1.1,1.2,1,0.9,1.1,1.1,1.1
Diaph act CS,1,1,0.9,1,1,1,1.1,0.9
Diaph inh CS,3,-3,12,0,4,-4,-9,8
PMI act,0.9,1,1.2,1,0.9,1.1,1.2,1.1
TNAP inh no acc,-5,-16,-16,-16,-14,-6,-9,-10
TNAP inh hiacc,-3,-4,0,-1,-4,1,-2,-1

#33 COc1ccccc1C(=O)N1CCN(C(=O)c2ccncc2)CC1
#34 O=C(CSc1ccc(-c2nc3ccccc3[nH]2)cn1)Nc1ccc2c(c1)OCCO2
#35 Oc1ccc2oc3c(c2c1/C=N/n1cnnc1)CCCC3
#36 Oc1c(C(c2ccc(Cl)cc2)N2CCCC2)cc(Cl)c2cccnc12 (configuration not stated)
#37 CN1C(=O)N(C)C2C1N(C)S(=O)(=O)N2C (configuration not stated)
#38 C=CCSc1nc(O)c(CC)c(=O)n1C(C)CC (configuration not stated)
#39 COc1ccc(CN2CCN(S(=O)(=O)c3ccc(F)cc3)CC2)cc1OC
#40 CCn1cc(Cl)c(C(=O)NNC(=O)CCn2cc([N+](=O)[O-])cn2)n1
#41 O=C(c1ccc(Cl)c(S(=O)(=O)Nc2ccc(F)cc2)c1)N1CCN(c2ccccn2)CC1
#42 CCCCCCCC(=O)OCC(=O)[C@@]1(O)CC[C@H]2[C@@H]3CCC4=CC(=O)CC[C@]4(C)[C@H]3[C@@H](O)C[C@@]21C
#43 N=c1c(C(=O)NC2CCCC2)cc2c(=O)n3ccccc3nc2n1C1CCCC1

Compound,33,34,35,36,37,38,39,40,41,42,43
L major viab,0,0,32,96*,-5,-4,4,-6,18,-1,22
TNAP act hiacc,1.1,1,1,1,1.1,1,1,1,1,1,1
bIAP inhibitor,10,0,-4,-15,4,-1,-1,4,0,13,0
bIAP act,0.9,1,1,1.1,1,1,1,1,1,0.9,1
PMI act hi M6P,1.1,1,0.9,0.6,1,0.8,1.2,1,1,1,0.8
Diaph act CS,1.2,1.1,0.9,1,0.9,0.8,1,0.8,0.9,1,0.9
Diaph inh CS,-16,-8,11,4,10,18,4,17,8,-2,6
PMI act,1.1,1,1,0.9,1.1,0.9,1,1,1,1,0.9
TNAP inh no acc,-1,-10,-9,-17,-15,-3,-13,-146,11,-10,-1
TNAP inh hiacc,-6,-1,-4,-1,-10,-1,-4,-5,-2,-4,0

Screening results from PubChem.
